hiPSC survival: increases survival of single human iPS cells; hiPSC single-cell survival, ATPlite luminescence; 100% = ROCK inhibitor wells, 0% = DMSO; survival enhancement, % at 20 µM; 360,000 compounds, 0.044% hits; AID 602274; in the data active means survival enhancement above about 18%;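 further: cells exposed to compounds for 16 hours before the ATP read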
MITF TRPM1 inh: MITF TRPM1 promoter inhibition in SK-MEL-5 cells. SK-MEL-5 TRPM1 promoter luciferase, 24 h. 330,000 compounds, 0.83% hits. inhibition, % at 12.5 µM;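 active means mean inhibition across replicates of 60% or more, whatever share of single replicates reaches that level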; further: values of inactives mirror those of a sister screen read the other way
Shn3 3UTR inh: Schnurri-3 reporter inhibition in Clone20 osteoblasts; AID 588674; Clone20 osteoblast Shn3 3'UTR firefly luciferase, 24 h; inhibition, % at 12.5 µM; 360,000 compounds, 0.52% hits;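 active means mean inhibition of at least 75% with every replicate also reaching 75%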;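 further: 0% = median of neutral control wells and 100% = pilot-screen positive control compound; some compounds past the cut are filed as inactive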
NR2E3 ag-1: agonists of human nuclear receptor NR2E3; AID 2300; inhibition of corepressor binding, % at 4.78 µM; GST-NR2E3/biotin-RetCOR TR-FRET, 1536-well; 320,000 compounds, 0.12% hits; Q9Y5X4;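 active means percent inhibition above the cutoff of mean plus 3 SD of all tested compounds, set per screening campaign, cut at about 20% in these data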;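 further: 0% = DMSO wells and 100% = biotin wells as full block of FRET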
Target sequence (Q9Y5X4 whole entry, looked up): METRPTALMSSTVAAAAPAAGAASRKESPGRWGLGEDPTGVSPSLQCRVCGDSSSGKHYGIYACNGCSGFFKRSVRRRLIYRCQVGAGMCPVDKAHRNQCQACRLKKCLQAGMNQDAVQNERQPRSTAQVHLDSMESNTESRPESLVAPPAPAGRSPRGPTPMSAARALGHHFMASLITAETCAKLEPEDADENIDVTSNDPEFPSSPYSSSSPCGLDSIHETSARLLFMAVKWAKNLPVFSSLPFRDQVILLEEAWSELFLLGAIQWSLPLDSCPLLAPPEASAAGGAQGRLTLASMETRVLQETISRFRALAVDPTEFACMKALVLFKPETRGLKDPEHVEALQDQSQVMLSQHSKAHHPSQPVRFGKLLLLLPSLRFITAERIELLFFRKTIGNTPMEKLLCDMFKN
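Format: 1536-well format; test system: GST-NR2E3 and biotin-RetCOR proteins; read-out basis: percent inhibition of TR-FRET ratio; timing: 5 h incubation at 4 °C; detection: time-resolved FRET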
KKLEB tox: reduces viability of KKLEB cystic fibrosis airway cells | 360,000 compounds, 0.36% hits | activity change (cytotoxicity), % at 5 µM | KKLEB CF airway cells viability, ATPlite luminescence, overnight; stronger effect = lower value; cells stimulated with P. aeruginosa culture filtrate;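 active means corrected activity change at or below -50% at 5 µM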
HIF-2a block: blocks HIF-2a reporter activity | 786-0 RCC cells HIF-2a reporter, luciferase luminescence, overnight | inhibition, % at 18.8 µM | 360,000 compounds, 0.72% hits;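 active means inhibition of the luminescence signal of 40% or more relative to plate controls, in a single-dose primary screen at 18.75 µM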
Peg3 promoter: reduces Peg3 promoter-driven luciferase expression in HeLa | HeLa PEG-Prom luciferase reporter, luminescence, overnight | AID 588405 | 360,000 compounds, 1.7% hits | inhibition, % at 20 µM;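 active means inhibition of at least 50% at 20 µM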
C8 TRAIL sens: sensitizes caspase-8 expressing cells to TRAIL. 360,000 compounds, 1% hits. NB7+C8 cells + TRAIL, ATPlite viability luminescence. inhibition (viability loss, TRAIL sensitization), % at 10 µM;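 active means compounds causing at least 50% loss of cell viability in the single-dose screen, relative to plate controls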
CF NFkB block: inhibitors of cystic fibrosis induced NF-kB; 360,000 compounds, 0.86% hits; KKLEB NF-kB-GFP reporter, PAF-induced, GFP fluorescence overnight; inhibition, % at 5 µM;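 active means at least 50% inhibition at 5 µM, scaled per plate between neutral and stimulator controls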;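 further: PAF is a Pseudomonas aeruginosa culture filtrate used as stimulus; plate controls were PAF-stimulated DMSO wells for no effect and unstimulated DMSO wells for full effect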
EBV LMP1 NFkB: Epstein-Barr LMP1 NF-kappaB reporter inhibition; LMP1-induced NF-kappaB luciferase reporter cells, luminescence; inhibition, % at 12.5 µM; 350,000 compounds, 0.69% hits; AID 504558; in the data active means inhibition above about 41%;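 further: 0% = neutral control wells and 100% = reference inhibitor control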
NR2E3 ag-2: agonists of human NR2E3 nuclear receptor. Q9Y5X4. CHO-S Gal4-NCOR/VP16-NR2E3 two-hybrid, luciferase. inhibition of corepressor binding, % at 3.98 µM. 360,000 compounds, 0.35% hits. AID 602229;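 active means inhibition above the mean of all tested compounds plus 3 SD, cut at about 70% in these data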;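 further: 0% = DMSO with NR2E3 transfected cells and 100% = cells lacking NR2E3 construct; higher means lower luciferase signal from less NR2E3 corepressor binding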
* = called active by the depositor; nt = not tested or not shown.

SMILES	hiPSC survival	MITF TRPM1 inh	Shn3 3UTR inh	NR2E3 ag-1	KKLEB tox	HIF-2a block	Peg3 promoter	C8 TRAIL sens	CF NFkB block	EBV LMP1 NFkB	NR2E3 ag-2
CCOC(=O)N1CCC(NS(=O)(=O)c2ccc3c(c2)C(C)(C)C(=O)N3C)CC1	0.5	8	4	3	-2	3	16	2	-12	-8	-8
CCC(CC)C(=O)Nc1c2cnn(-c3ccccc3)c2nc(=O)n1-c1ccccc1	-0.4	3	-6	0	-4	-16	-4	-8	0	-4	16
O=S(=O)(c1ccccc1)N1CCN(CCO)CC1	0.0	-5	-5	2	-2	15	4	11	8	4	14
CN1CCN(S(=O)(=O)c2ccc(N(C)Cc3ccc(C(F)(F)F)cc3)c([N+](=O)[O-])c2)CC1	0.4	20	83	3	-18	4	27	20	38	15	10
Cc1nc(NCc2ccco2)c(C#N)c2c1COC(C)(C)C2	2.4	-1	9	2	4	6	6	3	5	2	-5
CCN1CCc2nc3sc(C(=O)Nc4cccnc4Cl)c(N)c3cc2C1	-0.5	-15	-20	-3	-2	-45	-1	7	-20	6	-1
Cc1c(NC(=O)C(=O)/C=C(/O)c2ccccc2)c(=O)n(-c2ccccc2)n1C	0.1	-4	1	2	2	9	-15	-2	-6	-5	-25
OCCN(CC#CC(O)(c1ccccc1)c1ccccc1)CCO	-0.1	12	-4	-4	10	12	11	5	-11	-5	-13
CCCn1c2ccccc2c2cnn(CC(=O)NCCOC)c(=O)c21	-0.6	-5	-5	nt	2	13	5	-26	-13	1	-11
CC1CCCCN1S(=O)(=O)c1ccc(C(=O)N(CCCN(C)C)c2nc3ccc(Br)cc3s2)cc1 (configuration not stated)	-0.6	95*	-10	0	-27	-27	81*	55*	8	5	-4
C[C@@]12CCC=C[C@H]1[C@H](c1ccc(C(F)(F)F)cc1)N(Cc1ccccc1)C2=O	0.9	5	6	4	-14	20	19	-21	58*	5	0
COC(=O)c1cc2ccccc2oc1=O	0.4	-9	-11	0	3	12	4	-6	-4	-8	4
CCn1c2ccccc2c2cc(CN3CCN(Cc4cc(OC)ccc4O)CC3)ccc21	0.2	7	1	-5	2	10	18	5	2	5	4
Cc1ccc(N(CC(=O)NC2CCCC2)C(=O)c2ccc(C)s2)cc1	11	5	7	-3	8	4	15	0	-7	-2	-7
CC(=O)c1cccc(NC(=O)C2(c3ccccc3)CC2(Cl)Cl)c1 (configuration not stated)	0.0	-7	8	-1	3	9	-6	-5	5	-21	-15
CC(=O)c1cccc(NC(=O)Nc2csc3c2CCCC3)c1	-0.3	-17	-1	1	3	-56	-39	-7	-22	2	-14
Cc1cc2c(SCC(=O)NC3CCCC3)ncnc2s1	0.2	-7	-3	4	4	-40	-20	7	-12	0	-13
CNC(=O)C[C@H]1C(=O)N(Cc2ccccc2)C[C@@H]1C	3.8	nt	-11	nt	-1	10	-2	3	-23	9	13
O=C(CS(=O)(=O)Cc1ccccc1)Nc1ccc2c(c1)OCO2	0.2	-5	-15	3	2	-40	-24	-10	7	-5	-12
O=C(CC(Nc1cccc(Cl)c1Cl)C(=O)OCC(=O)c1cccs1)c1ccccc1 (configuration not stated)	-0.1	5	-23	2	-8	-18	15	0	3	6	-17
N/C(CCS(=O)(=O)c1ccc(Cl)cc1)=N\OC(=O)c1ccccc1Cl	0.8	0	7	-2	-4	25	23	38	12	13	1
O=C(NCc1ccccc1)C1CCN(C(=O)Cc2ccccc2)CC1	-0.3	2	6	0	5	21	23	9	-16	4	10
CC1CCC(NC(=O)c2ccc3nc[nH]c3c2)CC1 (configuration not stated)	0.6	-24	-4	3	0	-126	-126	7	-2	-5	-79
COc1ccccc1C(=O)NCCC(=O)N1CC(C)OC(C)C1 (configuration not stated)	-0.5	-1	-3	nt	-15	12	1	-22	8	8	-20

9 compounds from above, arranged by heavy-atom count, descending:
SMILES	hiPSC survival	MITF TRPM1 inh	Shn3 3UTR inh	NR2E3 ag-1	KKLEB tox	HIF-2a block	Peg3 promoter	C8 TRAIL sens	CF NFkB block	EBV LMP1 NFkB	NR2E3 ag-2
CCn1c2ccccc2c2cc(CN3CCN(Cc4cc(OC)ccc4O)CC3)ccc21	0.2	7	1	-5	2	10	18	5	2	5	4
O=C(CC(Nc1cccc(Cl)c1Cl)C(=O)OCC(=O)c1cccs1)c1ccccc1 (configuration not stated)	-0.1	5	-23	2	-8	-18	15	0	3	6	-17
C[C@@]12CCC=C[C@H]1[C@H](c1ccc(C(F)(F)F)cc1)N(Cc1ccccc1)C2=O	0.9	5	6	4	-14	20	19	-21	58*	5	0
O=C(NCc1ccccc1)C1CCN(C(=O)Cc2ccccc2)CC1	-0.3	2	6	0	5	21	23	9	-16	4	10
COc1ccccc1C(=O)NCCC(=O)N1CC(C)OC(C)C1 (configuration not stated)	-0.5	-1	-3	nt	-15	12	1	-22	8	8	-20
CC(=O)c1cccc(NC(=O)Nc2csc3c2CCCC3)c1	-0.3	-17	-1	1	3	-56	-39	-7	-22	2	-14
Cc1cc2c(SCC(=O)NC3CCCC3)ncnc2s1	0.2	-7	-3	4	4	-40	-20	7	-12	0	-13
CNC(=O)C[C@H]1C(=O)N(Cc2ccccc2)C[C@@H]1C	3.8	nt	-11	nt	-1	10	-2	3	-23	9	13
COC(=O)c1cc2ccccc2oc1=O	0.4	-9	-11	0	3	12	4	-6	-4	-8	4

New compounds follow.
SMILES	hiPSC survival	MITF TRPM1 inh	Shn3 3UTR inh	NR2E3 ag-1	KKLEB tox	HIF-2a block	Peg3 promoter	C8 TRAIL sens	CF NFkB block	EBV LMP1 NFkB	NR2E3 ag-2
Cc1ccccc1OCc1nnc(SCC(=O)N2c3ccccc3Sc3ccc(Cl)cc32)o1	-1.7	5	14	-2	26	12	21	16	-1	5	-10
O=C(Cc1ccc(Cl)cc1Cl)NCc1cccnc1	0.1	-12	-3	-1	2	-11	-10	-9	9	0	-8
CCOC(=O)NC(CC(=O)O)c1ccc(OC)c(OC)c1 (configuration not stated)	-0.8	-6	14	1	2	14	13	-17	5	-5	4
CC(=O)Nc1cccc(Nc2cc(C)nn2C)c1	0.5	nt	-15	nt	2	9	-6	10	-20	nt	12
COCCn1c(-c2ccco2)nc2nc3ccccc3nc21	0.4	-7	-16	3	-8	-62	-32	-4	6	1	-1
Cc1ccc(Cl)cc1N1CCN(S(=O)(=O)c2c(C)noc2C)CC1	1.1	4	-14	1	-2	12	26	-4	2	1	-25
Cc1sc2ncnc(N3CCC(C(=O)NNC(=O)c4ccc(Cl)cc4)CC3)c2c1C	-0.1	10	62	0	0	31	28	10	2	13	11
CC(C)n1c(=S)[nH]c2ccccc21	-3.1	3	-1	2	5	19	14	13	-2	-4	-38
CCCn1nc(NS(=O)(=O)c2ccccc2)c2cc3ccccc3nc21	2.6	-1	10	-3	8	3	14	7	4	-3	-7
O=C(Nc1nccs1)c1ccc(Cl)nc1	-0.8	-73	-31	6	-2	-53	-50	5	-1	nt	6
CC1(C)Cc2ccccc2C(=C(C#N)C#N)N1	-1.0	-8	-7	0	-7	11	5	4	9	-2	0
COc1cc(NC(=O)c2cc3cccc(OC)c3o2)cc(C(=O)Nc2cccc(C(F)(F)F)c2)c1	-0.1	51	50	0	-27	6	41	51*	62*	13	15
Cc1onc(-c2ccccc2)c1C(=O)NNC(=O)c1ccccc1Br	-1.3	4	-11	-1	5	10	12	-9	-12	0	-1
COC(=O)c1cc(S(=O)(=O)NCc2ccccc2OC)cn1C	-0.5	-11	17	-2	-5	5	-3	-5	16	8	6
COc1ccccc1OCc1nnc(SCC(=O)N2CCCCC2)n1-c1ccccc1	-0.1	4	-4	0	7	9	9	7	11	15	-9
O=C1OC(c2ccc3ccccc3c2O)(c2ccc3ccccc3c2O)c2ccccc21	-4.2	32	-33	nt	34	-94	-78	18	18	-9	1
COc1cc(-c2nnc(COC(=O)CSc3cc(C)c4ccccc4n3)o2)cc(OC)c1OC	0.4	-16	-11	0	-3	12	-10	19	-4	-7	6
Cn1cc(CN2C[C@]3(C)C[C@H]2CC(C)(C)C3)c(-c2ccc3c(c2)OCCO3)n1	-1.5	-9	6	0	6	-23	-31	4	-3	6	-28
Cc1ccccc1OCC(=O)Nc1ccc(N2CCN(C(=O)c3ccco3)CC2)cc1	-0.2	1	15	3	13	-8	4	13	-1	6	11
CCCCNC(=O)[C@H](Cc1c[nH]c2ccccc12)NC(=O)c1ccccc1Cl	-0.9	18	0	2	-12	9	4	-3	13	-11	3
COC(=O)c1sccc1-n1cc(C#N)c(=O)n(C)c1=O	0.0	-4	-37	2	-5	13	7	-4	8	-1	-16
CCOC(=O)c1cc(CC)sc1NC(=O)c1ccc(N2CCOCC2)c([N+](=O)[O-])c1	-2.0	-6	-1	3	-42	8	2	-12	32	10	3
O=C(CCn1c(=S)[nH]c2ccccc2c1=O)NCC1CCCO1 (configuration not stated)	0.1	9	-9	-2	11	-1	13	-4	-4	8	3
COc1ccccc1N(C)S(=O)(=O)c1ccc(C(=O)NCC(C)C)cc1	-0.9	10	12	2	15	3	13	9	-7	-10	14

Brought forward from above: 2 compounds, then new ones.
SMILES	hiPSC survival	MITF TRPM1 inh	Shn3 3UTR inh	NR2E3 ag-1	KKLEB tox	HIF-2a block	Peg3 promoter	C8 TRAIL sens	CF NFkB block	EBV LMP1 NFkB	NR2E3 ag-2
O=C(CCn1c(=S)[nH]c2ccccc2c1=O)NCC1CCCO1 (configuration not stated)	0.1	9	-9	-2	11	-1	13	-4	-4	8	3
COc1ccccc1N(C)S(=O)(=O)c1ccc(C(=O)NCC(C)C)cc1	-0.9	10	12	2	15	3	13	9	-7	-10	14
COCCC(=O)N1CCC(Oc2ccc(C(=O)NCCCC3CCCC3)cc2)CC1	-0.5	8	25	2	-9	-14	-15	3	12	-2	-8
COc1ccc(CCNC(=O)C/C(C)=N/NC(=O)Cc2cccc3ccccc23)cc1OC	0.0	2	-4	-3	-4	17	7	-8	11	1	-3
O=C(CCN1C(=O)c2ccncc2C1=O)Nc1cc(F)ccc1F	-0.5	6	-2	0	-21	8	2	-15	8	1	-4
Cc1ncc(CN2CCCC(C(=O)Nc3ccc(-c4cccc(F)c4)cc3)C2)n1C (configuration not stated)	-0.3	7	10	1	-13	-4	28	10	13	-25	-33
Nc1nc2ccc(C(=O)N3CCCCC3)cc2s1	0.1	8	1	3	-1	-5	0	-13	-3	7	-18
Cc1c(C)n(Cc2ccccc2)c2ncnc(NN)c12	-0.2	7	4	-5	-8	-10	0	14	6	-4	21
O=C(CN1CCCC1)Nc1cccc(Cl)c1Cl	-0.3	-6	-13	0	2	-15	0	-3	-7	-3	6

High-throughput results deposited in PubChem by several laboratories.

This is a subset; rates above refer to the full screens.
